# Screening data: PubChem BioAssay, The Scripps Research Institute Molecular Screening Center
# DDE Tn7 FP inh = disrupts Tn7 cyclic peptide binding to fibrin D-Dimer-E complex; P02675; FP displacement of FITC-Tn7 peptide from fibrin DD(E); 0% = median of compound wells per plate; inhibition, % at 8.3 µM; 370,000 compounds, 0.13% hits;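 active = inhibition above the mean of compounds falling within the control limits plus 3 SD of them, cut at about 14% in these data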;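 also: 0% = plate median of compound wells and 100% = 10 µM Aha-Tn7 peptide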
#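 Assay system: human fibrin DD(E) protein / Input: 2 µM fibrin DD(E) / Benchmarks: high control of 10 µM Aha-Tn7 peptide / Measured by: fluorescence polarization of the labelled Tn7 tracer / Medium: Tris buffer with calcium and detergent, pH 7.8 / Timing: 10 min compound pre-incubation, 3 h probe incubation at room temperature / Repeats: one replicate per compound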
# ADAM17 inh = inhibits human ADAM17 | P78536 | recombinant ADAM17, EDANS/DABCYL FRET peptide cleavage | inhibition, % at 6.95 µM | 370,000 compounds, 0.83% hits;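 active = inhibition above the mean of compounds lying between control limits plus 3 SD, set per campaign, cut at about 8.5% in these data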;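 also: 0% = DMSO-only wells as the low control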
# DDE Tn6 FP inh = DD(E)-Tn6 binding inhibition, primary FP screen. inhibition, % at 8.3 µM. Fibrin DD(E) TRITC-Tn6 fluorescence polarization displacement. 370,000 compounds, 0.21% hits;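 active = inhibition above a per-campaign cutoff: mean of compounds within control limits plus 3 SD, cut at about 15% in these data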;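 also: 0% = median of all compound wells on the plate and 100% = blocking peptide control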
# ASAP1 GAP inh = ASAP1 ArfGAP inhibition; inhibition, % at 16.5 µM; Q9ULH1; 360,000 compounds, 0.19% hits; ASAP1-stimulated ARF1 GTP hydrolysis, GDP FP detection; in the data active = inhibition above about 25%;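 also: 0% = vehicle with enzyme and substrate and 100% = no enzyme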
# Target sequence (Q9ULH1 325-724 limits assumed): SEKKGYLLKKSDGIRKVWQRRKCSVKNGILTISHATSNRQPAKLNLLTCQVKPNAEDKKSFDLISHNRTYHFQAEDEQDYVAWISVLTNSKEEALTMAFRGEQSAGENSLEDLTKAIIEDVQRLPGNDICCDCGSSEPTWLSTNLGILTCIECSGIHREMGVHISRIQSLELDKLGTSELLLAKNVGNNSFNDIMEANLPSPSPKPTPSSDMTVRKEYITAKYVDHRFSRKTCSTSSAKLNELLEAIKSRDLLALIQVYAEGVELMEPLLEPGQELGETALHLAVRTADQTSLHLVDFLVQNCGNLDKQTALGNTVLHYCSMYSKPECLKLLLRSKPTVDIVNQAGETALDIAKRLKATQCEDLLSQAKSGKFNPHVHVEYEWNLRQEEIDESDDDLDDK
# PLCb3 inh = inhibitors of human phospholipase C beta3; Purified PLC-beta3, fluorogenic substrate, fluorescence; inhibition, % at 12.2 µM; 370,000 compounds, 0.18% hits; in the data active = inhibition above about 11%;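 also: 0% = median of compound wells on plate and 100% = full blocker control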
# ADAM10 inh = inhibits human ADAM10; O14672; recombinant ADAM10, EDANS/DABCYL FRET peptide cleavage, 3 h; inhibition, % at 7 µM; 370,000 compounds, 0.62% hits; AID 720582;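 active = inhibition above a per-campaign cutoff equal to the mean of compounds falling between control-based bounds plus 3 SD, cut at about 20% in these data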;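 also: 0% = DMSO wells while the 100% control is not disclosed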
# Target sequence (O14672 214-748 limits assumed): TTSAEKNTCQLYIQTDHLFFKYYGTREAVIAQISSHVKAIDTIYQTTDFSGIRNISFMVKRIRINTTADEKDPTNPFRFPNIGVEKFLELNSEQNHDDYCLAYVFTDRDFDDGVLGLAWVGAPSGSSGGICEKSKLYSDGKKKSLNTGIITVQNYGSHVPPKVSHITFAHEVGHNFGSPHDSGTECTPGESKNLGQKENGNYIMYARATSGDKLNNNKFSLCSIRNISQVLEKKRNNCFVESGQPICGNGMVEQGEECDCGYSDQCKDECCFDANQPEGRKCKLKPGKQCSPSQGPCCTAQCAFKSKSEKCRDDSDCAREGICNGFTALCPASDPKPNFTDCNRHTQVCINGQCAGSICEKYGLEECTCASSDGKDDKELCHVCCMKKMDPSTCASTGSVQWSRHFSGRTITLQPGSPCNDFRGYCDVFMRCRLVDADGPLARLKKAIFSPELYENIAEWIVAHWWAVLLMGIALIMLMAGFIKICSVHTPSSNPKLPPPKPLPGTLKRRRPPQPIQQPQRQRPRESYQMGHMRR
# PLC-gamma1 inh = inhibitors of human phospholipase C gamma1; P19174; purified PLC-gamma1, fluorogenic substrate, fluorescence; inhibition, % at 12.2 µM; 370,000 compounds, 0.84% hits; AID 720700; in the data active = inhibition above about 9.5%
# TDP2 inh = TDP2 (human) inhibition, absorbance primary screen; recombinant TDP2, T5PNP hydrolysis, p-nitrophenol absorbance 415 nm; inhibition, % at 12.8 µM; 370,000 compounds, 0.34% hits; AID 720702;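 active = inhibition above the mean of all tested compounds plus 3 SD, set per campaign, cut at about 25% in these data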;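 also: 0% = DMSO with enzyme and 100% = buffer with substrate but no TDP2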
#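 System – recombinant human TDP2 · Amount – 120 nM TDP2 per well · Buffer or medium – Mg2+-containing Tris-HCl buffer, pH 7.5 · Reagent – T5PNP substrate, 5 mM · Dosing – 12.8 µM single point, 1% DMSO · Incubation – 2 h at 37 °C · Measured by – epi absorbance · Read-out basis – percent inhibition · Benchmarks – high control without enzyme, low control DMSO plus TDP2 · Repeats – singlicate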
# SIAE inh = blocks human sialic acid acetylesterase; 370,000 compounds, 0.69% hits; inhibition, % at 9.66 µM; AID 1053197; SIAE FP-Rh probe binding, fluorescence polarization; Q9HAT2;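 active = inhibition above a cutoff: mean of compounds within the control limits plus 3 SD of those, cut at about 17% in these data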;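 also: 0% = plate median of compound wells and 100% = probe without SIAE protein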
# ARFGAP1 inh = rat ARFGAP1 inhibition. AID 651572. 360,000 compounds, 0.26% hits. Arfgap1-stimulated ARF1 GTP hydrolysis, GDP FP detection. inhibition, % at 16.5 µM;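 active = inhibition above a per-plate limit, mean inhibition of low control wells plus 3 SD, cut at about 25% in these data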;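 also: 0% = DMSO wells with enzyme and 100% = wells lacking Arfgap1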
# Target sequence (Q62848 1-136 limits assumed): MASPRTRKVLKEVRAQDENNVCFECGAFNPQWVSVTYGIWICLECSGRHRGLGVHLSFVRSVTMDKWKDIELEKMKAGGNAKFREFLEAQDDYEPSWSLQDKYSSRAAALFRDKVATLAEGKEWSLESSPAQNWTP
#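 Material: truncated rat Arfgap1 GAP domain; Incubation: compound-enzyme preincubation 20 min, reaction 120 min, detection 60 min, 25 °C; Read-out: percent inhibition of Arfgap1-stimulated GTP hydrolysis; Technique: FP, GDP Alexa 633 tracer displaced from anti-GDP antibody, 620/688 nm; Controls: No-Arfgap1 wells (100%) versus DMSO full-reaction wells (0%); Replication: single well per compound.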
# Starred values were filed as active, the others as inactive; . = no result given.
# Each structure is followed by: DDE Tn6 FP inh	DDE Tn7 FP inh	PLCb3 inh	PLC-gamma1 inh	ARFGAP1 inh	TDP2 inh	ASAP1 GAP inh	ADAM17 inh	SIAE inh	ADAM10 inh
> CN(C)C(=O)CCc1ccc2c3c([nH]c2c1)[C@]1(C)[C@@H](C(=O)N2CCOCC2)C[C@H](CC(=O)NCCC2=CCCCC2)C(=O)N1CC3
  3	-2	0	-2	-1	0	-14	0	3	-9
> O=C(c1ccccc1OCc1ccccc1)N(Cc1ccccn1)CC1CCCO1 (stereo not drawn)
  2	0	0	1	.	0	.	-1	1	2
> Cc1ccc(C)c(N2CCN(C(=O)Cc3c(C(=O)O)[nH]c4ccc(Cl)cc34)CC2)c1
  1	7	-7	-4	-11	9	7	-3	-1	1
> Cn1/c(=N\NC(=O)C2CCCCC2)sc2ccccc21
  8	-4	3	1	6	-3	-9	0	6	-3
> COc1ccc(NC(=O)Cn2c(CCC(=O)O)ccc2-c2ccccc2)cc1
  6	-6	-16	-9	4	4	1	-13	11	-42
> COC(=O)c1cc(C#N)c(Oc2ccccc2OC)nc1C
  10	6	0	-1	-6	-2	0	-4	6	1
> COc1cc(OC)c(C(=O)OCC(=O)NCC2CCCCC2)cc1OC
  5	3	-4	0	0	-1	-7	-4	8	-1
> Cc1cccc2cc(CN(CCCO)C(=O)Nc3cccc(Cl)c3)c(=O)[nH]c12
  0	1	-1	-1	0	5	2	-7	-4	-19
> COc1ccc(NC(=O)C(=O)NCCN2CCN(C(=O)c3ccc(C)cc3)CC2)cc1
  5	-9	-1	3	4	-8	-9	3	2	-1
> O=C(Nc1ccccc1C(=O)OCC(=O)c1c[nH]c2ccccc12)c1ccco1
  -3	-4	-15	-11	12	-4	20	-4	-30	2
> CC1CCCN(CCCNC(=O)c2ccc(CS(=O)(=O)Cc3cccc(Cl)c3)o2)C1 (stereo not drawn)
  8	3	-3	1	-3	-4	-10	0	-10	11
> O=C(Cn1cnc([N+](=O)[O-])c1)Nc1ccc(Cl)cc1Cl
  -5	-2	-1	4	-5	6	0	-5	12	-7
> Cc1ccc(Cn2cc(CN3CC(N4CCSCC4)CS3(=O)=O)nn2)cc1 (stereo not drawn)
  5	-2	3	4	-2	-3	-7	-1	-1	-4
> CCN(CC)C(=O)c1csc([C@H]2C[C@H](O)[C@@H](CO)O2)n1
  -2	5	1	0	-1	11	2	-4	-1	-8
> Cn1c(SCc2ccccc2C#N)nnc1-c1ccncc1
  -3	5	-6	2	-2	6	-2	-2	-7	-6
> C[C@@H]1CN([C@H](C)CO)C(=O)c2c(c3ccccc3n2C)-c2ccccc2CO[C@H]1CN(C)C(=O)NC1CCCCC1
  2	-6	1	0	2	0	14	-3	-4	-3
> CC(NC(=O)/C(=C\c1cccc([N+](=O)[O-])c1)NC(=O)c1ccco1)C(=O)O (stereo not drawn)
  1	-1	4	5	9	-3	8	4	-3	0
> CC(/C=N/NC(=O)c1sc(N)nc1C)=C\c1ccccc1
  -6	3	-44	-31	3	-3	5	-4	1	6
> Cc1cc(C(=O)NN)c2cc(Br)ccc2n1
  -7	1	-2	3	-10	-4	-5	0	3	7
> CCOC(=O)c1oc2ccccc2c1CN1CCN(c2ccccc2)CC1
  -5	-1	-2	2	-2	3	10	-2	7	-2

# Reprinted from the part before: 2 entries, then new ones.
# Each structure is followed by: DDE Tn6 FP inh	DDE Tn7 FP inh	PLCb3 inh	PLC-gamma1 inh	ARFGAP1 inh	TDP2 inh	ASAP1 GAP inh	ADAM17 inh	SIAE inh	ADAM10 inh
> Cc1cc(C(=O)NN)c2cc(Br)ccc2n1
  -7	1	-2	3	-10	-4	-5	0	3	7
> CCOC(=O)c1oc2ccccc2c1CN1CCN(c2ccccc2)CC1
  -5	-1	-2	2	-2	3	10	-2	7	-2
> O=C(NCCCN1CCCC1=O)c1cccc(S(=O)(=O)Nc2ccccc2Cl)c1
  0	0	7	-1	8	2	-5	0	6	5
> O=C(OC(C(=O)NCC1CCCO1)c1ccccn1)c1cccs1 (stereo not drawn)
  2	2	-1	2	2	3	-2	1	5	9
> COc1ccc2c(c1)c(CC(=O)Nc1ccccc1OC)c(C)n2C(=O)c1ccc(Cl)cc1
  1	-3	1	3	-6	-2	15	1	-6	16
> CCc1ccccc1NC(=O)CCN1C(=O)C2CC=CCC2C1=O (stereo not drawn)
  4	5	-10	-2	-4	2	-11	-4	-1	-13
> COC(=O)COc1cccc(NC(=O)C(c2ccccc2)c2ccccc2)c1
  4	-4	1	-1	8	-2	-11	2	-11	10
> CC(C)(C)[C@H]1C=C(C(=O)N2CCN(Cc3ccccc3)CC2)O[C@@H](OCc2ccc(CO)cc2)C1
  -4	3	-1	4	0	-13	16	-1	-6	3
> CC(Sc1nnc(-c2ccco2)n1N)C(=O)NC1CCCCC1C (stereo not drawn)
  2	2	-5	0	5	7	3	-2	8	-4
> CC(=C/c1ccccc1)/C=N/NC(=O)c1nnn(-c2nonc2N)c1CN1CCC(C)CC1
  0	-7	-6	1	3	0	-2	0	-6	-1
> COc1ccc(CNC(=O)CCNS(=O)(=O)c2ccc(C)cc2)cc1
  -6	-8	6	7	9	-15	6	3	-2	1
> COc1ccc(C(=O)N2CCC(C)(C(=O)NS(=O)(=O)C3CC3)C2)cc1F (stereo not drawn)
  3	-6	0	-4	1	7	0	-10	4	-15
> CS(=O)(=O)N(CC(=O)Nc1ccc(Br)cc1)C1CCCCC1
  -2	8	-2	2	0	-10	9	1	8	11
> CCc1nc(SCC(=O)NCc2ccco2)c2c(=O)n(C)c(=O)n(C)c2n1
  3	3	0	1	-1	6	-9	-2	-2	-15
> O=C(O)CSC(=S)N1CCCCC1
  -2	-6	-4	1	0	-1	-8	-3	-5	-14
> CC1CCCCC1NC(=S)Nc1ccc(SC(F)F)cc1 (stereo not drawn)
  0	4	0	-1	5	6	5	3	-16	13
> CSc1ccccc1NC(=O)CSc1nnc(COc2ccccc2)o1
  -6	-2	-6	-3	-5	-1	14	-1	3	-11
> COCn1ccnc1C(O)(c1ccc(OC)cc1)c1ccc(OC)cc1
  -3	-7	1	3	9	-2	-8	-2	-4	-9
> CCCCn1c(N)c(N(CCOC)C(=O)COC(=O)COc2cc(C)ccc2Cl)c(=O)[nH]c1=O
  -4	-8	-7	0	9	-7	-14	-1	-1	-1
> NC(=O)c1oc2ccccc2c1NC(=O)C1COc2ccccc2O1 (stereo not drawn)
  0	7	3	1	6	11	4	3	0	5
> O=c1cc(O)c(-c2cccc(C(F)(F)F)c2)c(Cl)[nH]1
  2	-3	0	0	10	1	17	0	4	-4
> C=CCC[C@@H](CCCCC)OC(=O)/C=C/[C@@H](O)[C@H](O)C[C@@H](O)CC=C
  1	3	2	0	13	3	-2	-2	1	1
> CCN(CC)S(=O)(=O)c1cc(NC(=O)CO/N=C(\N)c2ccccc2Cl)ccc1C
  -1	-2	-4	0	7	3	-24	1	-5	-2
> CC(=Nc1ccc(C)cc1C)c1sc2ccccc2c1O
  0	0	-135	-82	-1	-8	6	1	2	2
> CC(C)(C)c1ccc(OC(=O)Cn2c(C(F)(F)F)nc3ccccc32)cc1
  -9	4	2	1	2	-4	11	-4	0	-1
> COc1ccc(OC)c(-c2csc(N(C)C(=O)Cc3ccccc3)n2)c1
  -3	6	-6	-3	11	6	8	1	-5	5
> CC(C)(C)OC(=O)C[C@@H]1C/C=C\C[C@H](CC(=O)NCCO)C(=O)N2CCC[C@H]2COC1=O
  -8	-2	-2	1	3	12	-1	-3	2	-11
> CCCc1nc(SCC(=O)N2CCCC2)c2c(=O)n(C)c(=O)n(C)c2n1
  -5	1	0	2	3	-9	3	2	0	2
> COc1ccc(-c2sc3ccc(N4CCOCC4)cc3c2C#CC(C)(C)O)cc1
  4	7	-177	-98	6	-1	-6	-17	-3	-70
> CC(CNCCCn1ccc(NC(=O)OCc2ccccc2)nc1=O)c1ccccc1 (stereo not drawn)
  0	-1	1	1	-3	-14	-12	-1	-3	1
> CC(C)Cn1cc(C(=O)NC2CCN(Cc3ccccc3)CC2)c2c3ccccc3n(C)c2c1=O
  3	2	-11	-12	3	-4	5	-29	11	-101
> COc1ccc(-c2ncncc2-c2ccc(OC)c(OC)c2)c(O)c1
  0	-2	-13	-6	7	-6	12	-1	-1	-7
> Cc1cccn2c(=O)nc(SCC(=O)c3ccccc3)nc12
  -7	3	-7	0	-8	-2	-7	-2	-4	7
> O=C(CSc1nc(SCC(=O)NCc2ccccc2)n(-c2ccccc2)n1)NCc1ccccc1
  2	-3	1	3	1	8	-11	1	-2	6
> Cc1cc2c(c(=O)o1)[C@@]1(C(=O)N(C)c3cc(Br)ccc31)C1=C(CCCC1=O)O2
  -5	-2	0	2	-1	2	8	-2	2	-12
> O=C(Cc1ccc(Cl)cc1)NNC(=O)Nc1cccc2ccccc12
  -9	-6	-6	-4	4	-9	-1	-1	-3	-15
> CCn1c(SCC(=O)Nc2cc(S(=O)(=O)N3CCOCC3)ccc2OC)nnc1-c1ccncc1
  -1	-5	-4	2	5	-4	7	-1	-2	1
> CCOC(=O)C1=CC[C@@H](c2cc(OC)c(OC)c(OC)c2)N(S(=O)(=O)c2ccc(C)cc2)[C@H]1C(=O)OCC
  5	3	-1	4	7	-12	1	0	-2	-8
> O=C(Nc1ccccc1)C1CCOC1=O (stereo not drawn)
  -7	3	-2	4	5	-4	-3	1	-2	-3
> Cc1ccc(NC(=O)NCc2cccnc2)cc1Cl
  -9	-2	-4	5	-2	6	3	-5	-2	-9
> COC(=O)NC(=S)N1CCOCC1
  4	-7	0	4	4	1	-2	-2	0	5
> O=C(Nc1ccccc1C(=O)N1CCCC1)c1ccc(Cl)c([N+](=O)[O-])c1
  8	-5	5	0	2	1	-2	1	-2	3
> COc1ccc(-c2noc(CN3CCN(c4ccccc4)CC3)n2)cc1
  5	7	-5	-2	-11	-5	-6	-1	0	-5
> Cc1ccc(-n2c(O)c(/C=C3/C(c4ccccc4)=Nc4ccccc43)c(=O)[nH]c2=O)cc1
  6	-5	-16	-14	-1	9	-8	-1	-21	0
> CC(OC(=O)c1cccc(-n2cnnn2)c1)C(=O)Nc1ccc(F)cc1 (stereo not drawn)
  6	0	-3	-2	4	-6	12	2	-10	-6
> O=C(Nc1nc2ccc(Cl)cc2s1)c1cccc(N2C(=O)CCC2=O)c1
  0	8	-21	-15	-3	12	-18	-5	-11	-5
